# V-ATPase pH: regulators of yeast V-ATPase proton transport. AID 504577. S. cerevisiae, pHLuorin cytosolic pH fluorescence. hit rate 0.37% among 350,000. response, % at 10 µM; in the data active = response mostly above about 7.3%, no sharp cut-off; inactive = mostly below about 5.4%; note: actives read high; inactives centre near 0; some compounds called inactive have numbers as strong as hits; reference of the scale not given here
# CAL PDZ FP-1: human CAL PDZ-peptide interaction inhibition; Q9HD26; AID 504414; inhibition, % at 20 µM; purified CAL PDZ, TMR-peptide fluorescence polarization, 1 h; hit rate 0.02% among 330,000;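 active = highest replicate inhibition of at least 40%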;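 note: plate controls were DMSO neutral control wells for no effect and unlabeled competitor peptide control wells for full effect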
#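 material = purified tagged CAL PDZ domain construct (CerCALP) | compound dosing = 20 µM, one dose | times = 1 h at RT | measured by = fluorescence polarization from S- and P-plane intensities, G-factor corrected | read-out = inhibition from polarization loss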
# Pemphigus Ab inh: blocks pemphigus antibody binding to human desmoglein-3. hit rate 0.48% among 310,000. binding (percent of control), % at 10 µM. DSG3-coupled beads, scFv-anti-DSG3-GFP binding, flow cytometry; stronger effect = lower value. P32926;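 active = binding more than 3 SD below its plate's average and above zero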; note: some compounds called inactive have numbers as strong as hits
# Arr AP2 block: human beta-arrestin and AP2 interaction inhibition | FITC-arrestin peptide / GST-AP2 beads, flow cytometry; AP2 beta2 appendage carries R879A mutation | hit rate 0.31% among 340,000 | inhibition, % at 10 µM | AID 504490;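 active = inhibition above a set limit, near 3 SD of compounds lacking own fluorescence, cut at about 54% in these data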;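 note: plate controls were DMSO wells for no effect and 5 µM unlabelled arrestin peptide for full effect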
#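 System: GST-AP2 R879A bound to glutathione beads, E. coli-expressed. Also added: 50 nM FITC-arrestin peptide. Schedule: compound with beads 12 min RT, then probe 1 h RT. Signal: bead flow cytometry, FITC channel. Read-out basis: percent response.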
# Keap1 Nrf2 FP: inhibitors of human Keap1-Nrf2 protein-protein interaction; Q14145; Keap1 Kelch-Nrf2 peptide fluorescence polarization, 1536-well; inhibition, % at 9.4 µM; hit rate 0.15% among 340,000; AID 504523; in the data active = inhibition above about 12%;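 note: human Keap1 Kelch domain with fluorescein labeled Nrf2 9mer peptide probe; 0% = neutral control wells and 100% = peptide positive control; higher means more block of Keap1 binding to Nrf2 peptide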
# Target sequence (Q14145 whole entry, looked up, the tested form may be a part): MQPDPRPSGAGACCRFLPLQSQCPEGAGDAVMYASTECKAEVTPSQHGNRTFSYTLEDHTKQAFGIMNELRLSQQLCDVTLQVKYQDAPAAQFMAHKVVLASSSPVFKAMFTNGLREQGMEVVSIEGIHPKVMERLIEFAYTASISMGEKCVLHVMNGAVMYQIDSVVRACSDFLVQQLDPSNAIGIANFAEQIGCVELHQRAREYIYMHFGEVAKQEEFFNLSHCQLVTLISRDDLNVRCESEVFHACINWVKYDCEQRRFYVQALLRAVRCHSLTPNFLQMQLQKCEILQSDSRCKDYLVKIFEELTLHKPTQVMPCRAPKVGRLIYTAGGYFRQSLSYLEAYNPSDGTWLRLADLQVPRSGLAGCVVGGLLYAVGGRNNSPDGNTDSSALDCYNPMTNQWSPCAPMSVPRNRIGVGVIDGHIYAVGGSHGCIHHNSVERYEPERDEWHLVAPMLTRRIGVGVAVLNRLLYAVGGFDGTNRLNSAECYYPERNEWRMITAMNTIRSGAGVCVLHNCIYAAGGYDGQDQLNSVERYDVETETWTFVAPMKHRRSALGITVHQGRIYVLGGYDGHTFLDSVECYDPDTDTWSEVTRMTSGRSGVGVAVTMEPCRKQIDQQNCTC
# DAGLB inhibitor: diacylglycerol lipase beta (human) inhibition. inhibition, % at 5.17 µM. Q8NCG7. HEK293T DAGLB membrane lysate, EnzChek fluorogenic substrate. hit rate 0.059% among 340,000; in the data active = inhibition above about 34%;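 note: 0% = enzyme with vehicle and 100% = wells lacking enzyme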
# RTF Ca sens inh: cardiac RTF calcium desensitization. inhibition, % at 7.15 µM. hit rate 0.12% among 340,000. IANBD-labeled cardiac RTF, Ca2+ fluorescence. P19429+P45379;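 active = inhibition above the mean inhibition of all tested compounds plus 3 SD, cut at about 17% in these data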;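 note: assay run at fixed EC70 calcium of 1.6 mM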
# LANA DNA inh: KSHV C-LANA DNA binding inhibition; hit rate 0.078% among 340,000; MBP-C-LANA/FAM-LBS DNA binding, fluorescence polarization; inhibition, % at 9 µM;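 active = highest replicate inhibition at or above 60% at 9 µM, even if other replicates fall short; inactive = all replicates below 60% inhibition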;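 note: 0% = neutral control wells and 100% = 4 µM acridine orange control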
# CAL PDZ FP-2: blocks peptide binding to the human CAL PDZ domain; purified CAL PDZ, TMR-peptide fluorescence polarization, 1 h; inhibition, % at 24.9 µM; hit rate 0.92% among 300,000; AID 602252;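 active = mean inhibition of at least 30% with at least half of replicates also reaching 30%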;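 note: 0% = DMSO neutral control and 100% = excess unlabeled competitor peptide PRC23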
# NSD2 inh: NSD2 (human) methyltransferase inhibition; inhibition, % at 12.5 µM; O96028; NSD2 peptide methylation, AlphaScreen, 120 min; hit rate 0.54% among 310,000; in the data active = inhibition above about 50%
# Starred values were filed as active, the others as inactive; / = not tested or not shown. These rows are one share of the data. The share of hits here may be higher or lower than overall.
item	SMILES	V-ATPase pH	CAL PDZ FP-1	Pemphigus Ab inh	Arr AP2 block	Keap1 Nrf2 FP	DAGLB inhibitor	RTF Ca sens inh	LANA DNA inh	CAL PDZ FP-2	NSD2 inh
1	Cc1c(C(=O)O)sc2ncn(C)c(=O)c12	1	-0.2	98	1	-1	0	3	-1.1	-2	-2
2	O=C(COC(=O)c1ccccc1)Nc1cc(Cl)ccc1Oc1ccccc1	0	-3.2	96	-30	-3	-15	-1	-1.4	-4	-1
3	Cn1nc(C(=O)Nc2sccc2C(N)=O)ccc1=O	5	-3.1	69	9	-5	-4	-20	-0.7	-3	/
4	Cc1ccc(S(=O)(=O)N2CCC(=O)N(C(COCc3cccc(C(F)(F)F)c3)Cc3ccccc3)CC2)cc1 (centres undefined)	-5	-1.5	101	-4	3	-14	0	-0.1	-6	/
5	O=C(Nc1ccc(N2CCN(C(=O)c3ccco3)CC2)cc1)c1cc(Br)ccc1Cl	-2	-0.8	106	-8	1	1	-3	0.7	49*	0
6	COc1ccc(-c2noc(-c3ccc(Br)o3)n2)cc1OC	6	0.2	101	0	-7	1	-9	-2.3	-3	-3
7	Cc1ccc(C(=O)C2C(=O)c3ccccc3C2=O)cc1	0	-1.3	108	-3	1	4	-4	1.9	-5	-3
8	C=CCN1C(=O)c2ccc(C(=O)N3CCN(S(=O)(=O)c4ccc(C(C)C)cc4)CC3)cc2C1=O	-1	-2.7	/	-13	0	1	-4	-1.0	-4	-1
9	CN1CCN(CCC(=O)N/N=C/c2ccccc2F)CC1	3	1.0	104	11	0	-2	6	1.7	-1	/
10	COc1ccc(CN(C)C(=O)c2cccc(S(=O)(=O)NCc3ccccc3)c2)cc1F	1	/	101	/	/	-4	/	/	/	-6
11	CCN1CCN(c2ccc(S(=O)(=O)N3CCOCC3)cc2NC(=O)/C=C/c2ccc(C)cc2)CC1	4	-3.1	99	0	-3	1	-12	-0.4	/	4
12	Cc1cc(Cl)c2oc(C(=O)N(C)CC3CCOCC3)c(C)c2c1	-4	-1.1	/	2	2	-1	-8	0.9	-5	2
13	COc1ccc(CCNS(=O)(=O)c2c(N)n(C)c(=O)n(C)c2=O)cc1OC	3	-2.4	96	22	3	-2	-6	1.7	-3	-1
14	COc1ccc(CC(=O)N2CCN(c3ccc(F)cc3)CC2)cc1	0	0.6	101	-3	-1	-4	-4	5.9	0	0
15	Cn1c(=O)c([N+](=O)[O-])c(NCc2ccc3c(c2)OCO3)c2ccccc21	1	-1.1	98	4	4	/	/	-0.8	/	5
16	Cc1ccc(C(=O)N/C(=C\c2ccc(F)cc2)C(=O)NCCCn2ccnc2)cc1	0	-1.8	116	13	2	-4	-6	-2.3	-7	5
17	COc1cc(C2C(C(=O)c3cc4ccccc4o3)=C(O)C(=O)N2CCN2CCOCC2)ccc1OCCC(C)C (centres undefined)	-2	-2.1	103	-15	-9	3	-1	-2.5	-4	5
18	CCCCCCCCN1[C@@H](CC(=O)OCC)c2ccc(C(F)(F)F)cc2S1(=O)=O	-1	-1.0	104	-2	0	-25	-7	-0.5	-2	/
19	CCCCCC(O)CCC(=O)NNC1=CC(=O)CC(C)(C)C1 (centres undefined)	1	-2.3	106	-9	-5	0	-3	0.7	0	0
20	CN(C)S(=O)(=O)c1ccc(N2CCCC2)c(C(=O)NNC(=O)c2ccccc2)c1	-1	-0.6	96	64*	5	-1	-7	0.5	/	-1
21	CN(C)C(CNC(=O)c1cccc(OC(F)F)c1)c1ccco1 (centres undefined)	-4	0.5	106	5	-4	0	-3	0.8	-2	0
22	CS(=O)c1ccccc1O (centres undefined)	-3	-2.2	83	-5	6	2	0	-1.3	-2	1
23	COCCn1c(C)cc(C(=O)CN2C(=O)NC3(CCCCCCC3)C2=O)c1C	2	-2.6	103	-26	-4	-1	-10	-0.4	-2	3
24	O=C(Cc1ccc(S(=O)(=O)N2CCOCC2)s1)N1CCN(S(=O)(=O)c2cccc([N+](=O)[O-])c2)CC1	3	-1.5	98	1	-4	-2	-4	-1.3	1	0
25	COc1ccccc1CNC(=O)COc1cccc(-n2cnnn2)c1	1	-2.0	100	12	2	0	-8	-0.5	-2	-4
26	O=C(Cn1ncn2c(cc3sccc32)c1=O)NC1CCCC1	4	-0.8	92	6	0	1	-8	-0.7	-3	-6
27	CSC1=NSC2=NC(=O)/C(=C/c3coc4ccc(O)cc4c3=O)C(=N)N12	0	-3.9	188	17	-156	-46	-223	22	-6	/
28	COc1ccc2sc(-c3ccccc3OC)c(-c3ccc(OCCN4CCOCC4)cc3)c2c1	3	-0.5	101	23	1	-4	2	1.3	9	/
29	O=C(O)CNS(=O)(=O)c1cccc(Cl)c1	-4	1.6	99	-5	2	-2	7	1.8	-7	-1
30	COc1ccc(C(=O)Nc2ccc(NC(C)=O)cc2)cc1S(=O)(=O)N1CCCC1	0	-0.2	104	14	2	-2	-3	-0.4	-3	-2
31	Cc1ccc(/C=C/C(=O)NC(=S)N2CCN(C)CC2)cc1	8	-3.0	105	2	-1	0	-5	-3.1	-4	/
32	Cc1c(Cc2ccccc2)c(=O)oc2c(O)c(O)ccc12	0	-1.2	/	11	-3	/	/	0.3	-8	61*
33	C=CCNC(=O)C1CC(=O)N(c2ccc(OCC(=O)Nc3ccc(Cl)cc3)cc2)C1 (centres undefined)	2	-3.0	105	0	-6	0	-20	-0.9	-6	2
34	CC(C)(C)OC(=O)N1CCC[C@H]1C(=O)Nc1ccc(Br)cc1	1	/	/	3	2	-2	-11	-0.9	-2	-3
35	O=C(NC1CCCCC1)C(c1ccco1)N(C(=O)c1csnn1)c1cccc(F)c1 (centres undefined)	2	-0.8	89	-1	-7	-1	0	-1.2	-1	-5
36	Cc1cccnc1NC(=O)c1ccc(S(=O)(=O)NCc2ccco2)cc1	0	-1.0	92	2	-4	2	-6	0.0	-5	-1
37	NC(=O)c1ccsc1NC(=O)CCS(=O)(=O)c1ccccc1	3	-1.6	/	3	-3	0	-14	0.8	1	-4
38	CCN(Cc1cccs1)C(=O)c1cccc(S(=O)(=O)N2CCN(C)CC2)c1	-3	-2.0	106	-14	-5	0	-6	1.3	-2	15
39	O=C(Cn1c(C(=O)N2CCN(C3CCCC3)CC2)cc2sccc21)c1ccccc1	-1	-3.9	109	4	-1	-4	-4	0.9	-36	6
40	Cc1ccc(C)c(CN2CCC(CNC(=O)Nc3cccc(Cl)c3C)CC2)c1	2	-1.5	/	-7	-2	-5	-7	0.4	-2	-1
41	CCOc1cccc(/C=C/c2ccc3cccc(O)c3n2)c1OC	0	/	106	4	1	-10	-1	2.6	-5	7
42	Cc1onc(-c2c(F)cccc2Cl)c1C(=O)N1CCCCC1	3	-0.1	107	4	0	0	6	-1.7	-4	-1
43	COc1ccc(Br)cc1C(=O)Nc1cc(C)cc(C)c1	-3	0.0	85	10	0	-12	-6	-1.5	-1	-1
44	Cc1ccc(C(C(=O)NCc2ccccc2)N(C(=O)c2ccccn2)c2ccccc2)o1 (centres undefined)	10	-2.4	120	35	-2	-3	10	-1.3	-5	9
45	O=C(CN1CCOCC1)Nc1ccc2c(c1)OCCO2	0	-0.4	101	-13	-1	-2	3	-1.4	9	-1
46	N#C/C(=C\c1ccccc1)C(=O)Nc1nncs1	-1	-1.7	97	6	-8	-3	-7	-0.4	-7	-4
47	Cc1ccc(C(=O)CSc2nccn2-c2ccccc2)cc1	0	-0.3	104	-10	3	-3	2	-1.8	/	4
48	CCCCN(C)S(=O)(=O)c1ccc(C(=O)Nc2nnc(CSC)o2)cc1	0	-0.1	93	25	-2	2	2	1.7	-5	0
49	CC(Nc1nc(N2CCOCC2)nc2ccccc12)c1ccccc1 (centres undefined)	10	-0.3	131	-16	-6	-2	-9	-0.5	-2	-1
50	O=C(NCc1ccco1)c1ccccc1Br	0	-2.1	96	-8	-2	-1	-7	0.1	-3	-1

# Next part:
# Screens in order: V-ATPase pH	CAL PDZ FP-1	Pemphigus Ab inh	Arr AP2 block	Keap1 Nrf2 FP	DAGLB inhibitor	RTF Ca sens inh	LANA DNA inh	CAL PDZ FP-2	NSD2 inh
51) COc1ccccc1CNc1nc(C)c(C(=O)N(C)C)s1
 : 3	-3.7	/	-3	-3	0	4	-0.1	-5	20
52) CCCC(C(=O)NCc1ccco1)N(C(=O)CNS(=O)(=O)c1ccc(Cl)cc1)C1CCCC1 (centres undefined)
 : -3	0.5	109	-1	-4	0	-8	1.8	-3	-1
53) CC(C)[C@H](NC(N)=O)C(=O)Nc1ccc(Oc2ccccc2)cc1
 : 0	-0.2	91	-26	3	-1	0	-0.8	-1	-2
54) NC(=O)c1ccc(NC(=O)CNc2cc(S(=O)(=O)N3CCOCC3)ccc2N2CCCC2)cc1
 : -2	-0.1	/	33	-1	2	-3	-1.0	12	3
55) CCN(CC)C(=O)c1[nH]cnc1C(=O)Nc1cccc(C)c1
 : -12	-0.2	102	6	-6	0	-7	0.3	-3	/
56) COc1ccc(Cn2nnnc2CN(Cc2cc3cccc(C)c3[nH]c2=O)C2CCCC2)cc1
 : 4	-2.2	97	0	-3	1	-9	0.6	0	30

# Reprinted, compounds 52–56
# Screens in order: V-ATPase pH	CAL PDZ FP-1	Pemphigus Ab inh	Arr AP2 block	Keap1 Nrf2 FP	DAGLB inhibitor	RTF Ca sens inh	LANA DNA inh	CAL PDZ FP-2	NSD2 inh
52) CCCC(C(=O)NCc1ccco1)N(C(=O)CNS(=O)(=O)c1ccc(Cl)cc1)C1CCCC1 (centres undefined)
 : -3	0.5	109	-1	-4	0	-8	1.8	-3	-1
53) CC(C)[C@H](NC(N)=O)C(=O)Nc1ccc(Oc2ccccc2)cc1
 : 0	-0.2	91	-26	3	-1	0	-0.8	-1	-2
54) NC(=O)c1ccc(NC(=O)CNc2cc(S(=O)(=O)N3CCOCC3)ccc2N2CCCC2)cc1
 : -2	-0.1	/	33	-1	2	-3	-1.0	12	3
55) CCN(CC)C(=O)c1[nH]cnc1C(=O)Nc1cccc(C)c1
 : -12	-0.2	102	6	-6	0	-7	0.3	-3	/
56) COc1ccc(Cn2nnnc2CN(Cc2cc3cccc(C)c3[nH]c2=O)C2CCCC2)cc1
 : 4	-2.2	97	0	-3	1	-9	0.6	0	30

# From PubChem BioAssay
